# TRPC4 act = activators of mouse TRPC4 channel, primary screen, Fluo4 calcium, HEK293 TRPC4beta/mu-opioid cells; Short transient receptor potential channel 4 (Mus musculus), Q9QUQ5; Fluo4 calcium fluorescence; stronger effect = higher value; B-score at 10 µM; AID 2237, 2010; hit rate 0.49% among 310,000;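 active = B-score above 5 SD of library B-scores, and initial fluorescence ratio not above library mean plus 5 SD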;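 note: positive B-score marks a calcium rise read as TRPC4 activation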
#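 System: HEK293 cells stably co-expressing mouse TRPC4beta and mu-opioid receptor; Schedule: Fluo4 dye loading 45 min at room temperature, 110 s recording; Detection: Fluo4 fluorescence, kinetic; Evaluation: B-scored integrated calcium fluorescence ratio; Controls: buffer (low) and maximal DAMGO (high).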
# SKKanGAS inh = S. pyogenes SKKanGAS growth inhibitors in kanamycin, primary screen, streptokinase expression inhibitor project, SKKanGAS strain, BacTiter-Glo luminescence; 6 h; inhibition, % at 7.5 µM; hit rate 1.3% among 300,000;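 active = mean replicate score, as percent of positive control median, at least 50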;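 note: strain carries kanamycin resistance gene driven by streptokinase promoter and grows in 40 µg/ml kanamycin; loss of luminescence reflects streptokinase promoter inhibition or plain growth inhibition; 0% = median of DMSO wells and 100% = positive control at its reference dose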
# aSyn UTR inh = MLPCN primary screen, SNCA 5' untranslated region; hit rate 0.82% among 300,000; inhibition, % (tested at 7.5 µM); AID 1813, 2009; alpha-synuclein 5'UTR reporter, inhibitor activity; in the data active = inhibition above about 60%;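 note: H4 neuroglioblastoma cells stably carrying SNCA 5'UTR luciferase fusion; 0% = DMSO wells and 100% = positive control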
# KLF5 inh = KLF5 expression inhibitors, primary screen, DLD-1 cells, luminescence; DLD-1 KLF5 promoter-luciferase reporter; inhibition, % at 5 µM; hit rate 0.23% among 290,000;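 active = inhibition above a per-plate limit of that plate's mean compound inhibition plus 3 SD, cut at about 60% in these data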;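 note: 0% = DMSO wells and 100% = LY294002 at 200 µM; higher means less KLF5 promoter-driven luciferase light; inactives centre near -14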
# MrgX1 antag = antagonists of human MrgX1 receptor, primary screen, HEK293 cells, Fluo-4 calcium flux; BAM8-22 antagonism; stronger effect = lower value; B-score at 10 µM; hit rate 1.3% among 310,000; AID 588676, 2011;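 active = calcium-response B-score plate-corrected more than 3 library SD below zero, starting fluorescence within 5 deviations, no agonist response on first addition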;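 note: peak minus trough fluorescence over baseline after final BAM8-22 challenge near maximal dose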
# Target sequence (Q96LB2 whole entry, looked up): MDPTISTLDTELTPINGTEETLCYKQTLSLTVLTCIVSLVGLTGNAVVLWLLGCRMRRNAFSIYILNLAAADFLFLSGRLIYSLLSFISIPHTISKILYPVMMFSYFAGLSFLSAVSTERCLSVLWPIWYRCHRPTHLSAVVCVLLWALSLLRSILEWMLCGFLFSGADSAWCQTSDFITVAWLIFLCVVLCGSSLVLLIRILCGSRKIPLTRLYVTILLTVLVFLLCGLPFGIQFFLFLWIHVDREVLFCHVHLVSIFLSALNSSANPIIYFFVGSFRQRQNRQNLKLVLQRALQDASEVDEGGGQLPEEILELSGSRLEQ
# TRPC4 PAM = positive allosteric modulators of TRPC4, primary screen, cell-based, mouse TRPC4beta, HEK293 mu-opioid, Fluo-4 calcium; B-score at 10 µM; hit rate 0.42% among 310,000; DAMGO EC20, Fluo-4 Ca2+ flux; stronger effect = higher value; Short transient receptor potential channel 4 (Mus musculus), Q9QUQ5; AID 2227, 2009;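 active = B-score of calcium response area above 5 SD of library B-scores, with initial fluorescence ratio within 5 SD of library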;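 note: B-score of integrated fluorescence ratio over time as area under calcium response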
# TRPC4 block = inhibitors of mouse TRPC4 channel, primary screen, Fluo4 calcium, HEK293 TRPC4beta/mu-opioid cells; AID 2247, 2010; DAMGO-evoked Fluo4 calcium flux; stronger effect = lower value; Short transient receptor potential channel 4 (Mus musculus), Q9QUQ5; hit rate 0.39% among 300,000; B-score at 10 µM;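 active = B-score over 3 SD under the library average, no early fluorescence shift, positive overall ratio signal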
#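 test system = HEK293 cells with stable TRPC4beta plus mu-opioid receptor expression | detection = Fluo4 Ca2+ flux fluorescence | read-out = integrated fluorescence ratio relative to baseline, converted to per-well B score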
# IEC-6 tox = cytotoxicity in IEC-6 intestinal epithelial cells, primary screen, cytotoxicity control for KLF5 inhibitor project, cell-based, luminescence; IEC-6 cytotoxicity, luminescence viability; inhibition, % at 5 µM; hit rate 0.78% among 290,000; in the data active = inhibition above about 22%;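 note: 0% = plate median of test compound wells and 100% = cytotoxic reference compound wells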
# HIF act = HIF pathway transcriptional activators, primary screen, cell-based, U2OS HRE-luciferase, luminescence; U2OS HRE-luciferase reporter; normalized: DMSO 0%, desferrioxamine 100%; activation, % at 7.5 µM (by protocol); hit rate 0.32% among 300,000; AID 1910, 2009;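 active = mean activation of at least 10% of the iron chelator positive control signal, with at least half of replicates also reaching 10%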
# TRPC6 inh = mouse TRPC6 channel inhibitors, primary screen, cell-based, HEK293, membrane potential dye; AID 2553, 2010; ACh-evoked depolarization; stronger effect = lower value; B-score at 10 µM; hit rate 1.1% among 310,000;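 active = B-score under library mean minus 3 SD, initial fluorescence not abnormally high, positive integrated signal ratio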;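 note: B-score derived from integrated fluorescence ratio over the kinetic read; more negative B-score means stronger inhibition of depolarization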
# TRPC6 act = mouse TRPC6 channel activators, primary screen, cell-based, HEK293, membrane potential dye; Short transient receptor potential channel 6 (Mus musculus), Q61143; HEK293-TRPC6 membrane potential dye fluorescence; stronger effect = higher value; B-score at 10 µM; hit rate 0.13% among 310,000; AID 2550, 2010;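 active = B-score of the integrated fluorescence ratio above library mean plus 3 SD, and starting fluorescence ratio within library mean plus 5 SD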;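 note: higher score means more depolarization so channel activation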
# Numbers without * were called inactive; i = inactive.
SMILES,TRPC4 act,SKKanGAS inh,aSyn UTR inh,KLF5 inh,MrgX1 antag,TRPC4 PAM,TRPC4 block,IEC-6 tox,HIF act,TRPC6 inh,TRPC6 act
CCOCCCNC(=O)CCSc1ccc(C)cc1,i,1,-6,-39,i,i,i,1,-0.7,i,i
COC(=O)c1c(C)[nH]c(C(=O)CSc2nnnn2-c2ccccc2)c1C,i,-6,-8,-15,i,i,i,-2,0.3,i,i
CSc1nc2ccc(S(=O)(=O)N3CCc4ccccc43)cc2s1,i,7,1,-1,i,i,i,0,0.3,i,i
Cc1ccc(-n2c(SCC(=O)OC(C)C)nnc2-c2ccccn2)cc1,i,0,30,-40,i,i,i,-3,-0.1,i,i
Cc1cc(C)n(S(=O)(=O)c2ccc(Cl)cc2)n1,i,0,9,-41,i,i,i,-10,-0.7,i,i
CN(C)CC(C)(C)CNCc1cc(=O)oc2ccc3ccccc3c12,i,0,10,-11,i,i,i,1,0.1,i,i
COc1ccccc1CNC(=O)CCNS(=O)(=O)c1cccc2nonc12,i,1,-10,-31,i,i,i,-2,-0.1,i,i
COc1cccc(NC(=O)CC2S/C(=N\S(=O)(=O)c3ccccc3)N(c3ccccc3)C2=O)c1 (stereo not drawn),i,0,15,-2,i,i,i,4,-0.2,i,i
COc1ccc(-n2ncc3c(=O)n(CC(=O)NC(C)C)cnc32)cc1,i,-8,3,-42,i,i,i,3,-0.8,i,i
CCCn1c(=O)c2ccccc2n2c(SCC(=O)N3CCc4ccccc4C3)nnc12,i,1,5,0,i,i,i,2,-0.5,i,i
FC(F)(F)c1cccc(-c2nnc(-c3ccccc3)c(N3CCOCC3)n2)c1,i,5,26,2,i,i,i,2,-0.3,i,i
O=C(CCCOc1ccc(Cl)cc1Cl)N/N=C/c1ccccc1O,i,33,52,12,i,i,i,0,11*,i,i

# Filtered by structure: the entries above with a halogen (3)
SMILES,TRPC4 act,SKKanGAS inh,aSyn UTR inh,KLF5 inh,MrgX1 antag,TRPC4 PAM,TRPC4 block,IEC-6 tox,HIF act,TRPC6 inh,TRPC6 act
Cc1cc(C)n(S(=O)(=O)c2ccc(Cl)cc2)n1,i,0,9,-41,i,i,i,-10,-0.7,i,i
FC(F)(F)c1cccc(-c2nnc(-c3ccccc3)c(N3CCOCC3)n2)c1,i,5,26,2,i,i,i,2,-0.3,i,i
O=C(CCCOc1ccc(Cl)cc1Cl)N/N=C/c1ccccc1O,i,33,52,12,i,i,i,0,11*,i,i

# (cont.)
SMILES,TRPC4 act,SKKanGAS inh,aSyn UTR inh,KLF5 inh,MrgX1 antag,TRPC4 PAM,TRPC4 block,IEC-6 tox,HIF act,TRPC6 inh,TRPC6 act
CC(C)(Oc1ccc(Cl)cc1)C(=O)NCCCn1ccnc1,i,-4,10,-15,i,i,i,0,-0.2,i,i
COc1ccc([N+](=O)[O-])cc1NCc1ccccc1C,i,-5,40,-37,i,i,i,0,-0.8,i,i
Cc1cnc(NC(=O)CC2CCCC2)s1,i,6,-131,-56,i,i,i,-1,3.4,i,i
CC(C)CCN1CCN(Cc2cccn2-c2cccnc2)CC1CCO (stereo not drawn),i,-5,16,-12,i,i,i,0,0.0,i,i
O=C(NC(Cc1ccccc1)C(=O)N1CCCCCC1)c1ccccc1 (stereo not drawn),i,3,18,-27,i,i,i,2,0.9,i,i
Cc1ccccc1-n1cc(CNC(=O)C2CCC(=O)N(C3CC3)C2)cn1 (stereo not drawn),i,-4,10,0,i,i,i,-3,-0.1,i,i
CC(C)N(Cc1nc(-c2ccc3c(c2)OCO3)no1)Cc1nccn1C,i,-12,-12,-36,i,i,i,-6,0.3,i,i
O=C(Nc1ccc([N+](=O)[O-])cc1)c1nc[nH]c1C(=O)NC1CCCCC1,i,11,42,-8,i,i,i,4,0.0,i,i
COc1ccc(CCCC(=O)NC2CCCCC2C)c(C)c1 (stereo not drawn),i,1,17,-6,i,i,i,-4,0.3,i,i

# Of the compounds above, two contain a nitro group on carbon.
SMILES,TRPC4 act,SKKanGAS inh,aSyn UTR inh,KLF5 inh,MrgX1 antag,TRPC4 PAM,TRPC4 block,IEC-6 tox,HIF act,TRPC6 inh,TRPC6 act
COc1ccc([N+](=O)[O-])cc1NCc1ccccc1C,i,-5,40,-37,i,i,i,0,-0.8,i,i
O=C(Nc1ccc([N+](=O)[O-])cc1)c1nc[nH]c1C(=O)NC1CCCCC1,i,11,42,-8,i,i,i,4,0.0,i,i
